# Growth percent in the NCI-60 one-dose screen (48 h, 10 µM unless noted): 100 = growth as untreated, 0 = no growth, -100 = all killed.
# PC-3: PC-3 prostate cancer cells. AID 1794754. actives 3.9% (n = 80,000)
# SF-268: SF-268 CNS cancer cells | AID 1794759 | actives 3.1% (n = 82,000)
# U251: U251 CNS tumor cells; actives 5.4% (n = 80,000); AID 1794753
# SF-539: SF-539 CNS cancer. actives 6.8% (n = 81,000)
# SNB-19: SNB-19 CNS cancer cells; actives 2.5% (n = 81,000)
# OVCAR-8: OVCAR-8 ovarian cancer. actives 4.4% (n = 81,000). AID 1794782
# SF-295: SF-295 CNS cancer cells. AID 1794758. actives 5.6% (n = 79,000)
# DU-145: DU-145 prostate cancer. actives 4.2% (n = 81,000)
# * hit, by the source's call; . = no result given; [ ] = remark or other dose. The calls were made as follows: active = growth percent below 10; inactive = the rest.
molecule	PC-3	SF-268	U251	SF-539	SNB-19	OVCAR-8	SF-295	DU-145
COc1ccc(-n2ncc3c2CCc2cc(S(=O)(=O)c4ccccc4)c(=O)[nH]c2-3)cc1	94	105	.	96	105	97	96	113
c1coc([C@@H]2C[C@@H]3Cc4ccc5ccccc5c4N2O3)c1	.	111	102	100	104	99	101	120
O=C(CCn1cc[n+](CC(=O)c2ccc(C(F)(F)F)cc2)c1)Nc1cccc2cccnc12	90	95	94	100	88	99	95	103
CCCCn1c(OC(=S)N(CC)CC)cc(C)nc1=S	89	89	99	93	91	86	91	94
C[C@]12CC[C@@H]3c4cc(OC(F)F)c(O)cc4CC[C@H]3[C@@H]1CC[C@@H]2O	82	88	91	91	95	93	90	97
Cc1cc(C)on1	90	.	99	103	102	92	115	.
CCN(CCOC(=O)Nc1ccc(Cl)cc1)C(=O)Nc1ccc(Cl)cc1	73	96	.	92	82	86	63	91
C/C(=N\Nc1cc(C)nc2ccc(Br)cc12)c1ccccc1	73	103	94	97	100	100	78	101
NC(N)=N/N=C(\c1ccccc1)c1ccccn1	89	93	96	105	102	100	105	108
S=c1sc2ccccc2n1CN1CCCCC1	77	92	104	105	104	100	102	100
C=CCSc1nc2ccccc2cc1/C=N/O	83	91	87	104	89	90	95	110
CS(=O)(=O)c1cccc(-c2ccc3ncc(-c4ccc(S(=O)(=O)CCCN)cc4)n3n2)c1	96	96	97	98	104	101	97	104
COc1ccc(/C=C2\COc3ccc(O)cc3C2=O)c(OC)c1OC	77	93	61	82	81	67	98	46
Cc1cc(NNC(N)=S)c2ccccc2c1N=NC(N)=S	78	101	89	120	104	99	72	115
CCCCc1oc2ccc([N+](=O)[O-])cc2c1C(=O)c1ccc(C#CC2CCCCC2)cc1	86	96	95	101	108	98	100	108
Cc1ccc(NCc2oc(=O)c(CNc3ccc(C)cc3)c(O)c2CO)cc1	89	104	102	90	97	97	101	112
NS(=O)(=O)c1ccc(CCn2c(-c3ccc(F)cc3)nc(-c3ccccc3)c2-c2ccccc2)cc1	100	97	103	94	98	103	96	106
Clc1cc(Cl)c(Cl)c(Cl)c1Cl	111	104	103	101	100	101	.	105
CCCCCCCCCCCCCCCCCC(=O)Oc1ccc2ccccc2c1	91	92	86	100	112	101	100	103
COc1ccc2[nH]c(=O)c(C(C)=O)c(O)c2c1	89	99	103	111	96	102	124	105

# Continued:
molecule	PC-3	SF-268	U251	SF-539	SNB-19	OVCAR-8	SF-295	DU-145
COc1ccc(C(=O)NNc2nc(N3CCOCC3)nc(N3CCN(C(c4ccccc4)c4ccccc4)CC3)n2)cc1	73	88	95	92	80	50	95	96
COc1ccc2c(c1)Cc1c-2cc(Br)c(N)c1Br	88	101	99	90	105	77	78	100
CCOC(=O)Nc1cccc2c1-c1ccc([N+](=O)[O-])cc1C2=O	94	102	.	105	99	95	.	111
Oc1ccc2ccccc2c1N=Nc1ccccn1	.	36	31	16	53	16	27	50
C#Cc1cccc(NC(=O)c2ccccc2NC(=O)C=C)c1	.	96[8.25 µM]	100[8.25 µM]	92[8.25 µM]	94[8.25 µM]	91[8.25 µM]	105[8.25 µM]	96[8.25 µM]
O=C(NC(=S)Nc1cccc(NC(=S)NC(=O)c2ccccc2)c1)c1ccccc1	61	56	60	70	51	32	.	77
O=C(O)C(O)c1ccccc1Cl (stereo unspecified)	98	106	103	95	103	101	99	109
Fc1ccccc1/C=C/c1nn2c(-c3ccncc3)nnc2s1	99	97	102	100	92	103	104	108
CCOC(=O)c1cnc2cccc(C(=O)OCC)c2c1-c1ccccc1	80	98	93	99	106	95	94	116
C=C1CC[C@H]2[C@@](C)(CCC3OC(c4ccc(OCc5cn(CC6OC7OC(C)(C)OC7[C@@H]6OCc6ccccc6)nn5)cc4)OC[C@]32C)[C@@H]1/C=C/C1=CCOC1=O (stereo partly specified)	86	104	101	98	102	101	104	112
Cc1ccc2[nH]c(=O)cc(C)c2c1	100	101	.	93	100	100	96	118
CCCCCCCc1nc(C#N)c(NCc2ccc(C)cc2)o1	106	94	107	107	107	104	96	99
N#Cc1c(-c2cccc(Cl)c2Cl)cc(-c2ccc3ccccc3c2)[nH]c1=O	44	72	6.6*	80	39	41	32	76
Nc1c(C(=O)Nc2ccc(Cl)cc2)cc(-c2nc3ccccc3s2)c(=O)n1NS(=O)(=O)c1ccc(Cl)cc1	104	97	104	102	100	100	98	107
CC(=O)c1nc2ccccc2n1CC(=O)c1cccc(Cl)c1	.	13	14	-31*	24	10	8.3*	5.3*
Nc1ccnc2cc(Cl)ccc12	117	92	101	92	96	111	97	102
O=C(C[n+]1cccc(Br)c1)c1cccc([N+](=O)[O-])c1	92	100	101	100	106	105	103	111
COc1cc(/C=N/NC(=O)c2ccccc2Nc2cccc(C(F)(F)F)c2)ccc1O	81	81	88	105	84	94	93	90
CCOC(=O)N1CCCC1=O	.	100	104	94	103	100	106	99
O=C1C=C(Nc2ccc([N+](=O)[O-])cc2)c2ccccc2C1=O	24	56	28	37	53	35	53	69

# In the list so far, 4 contain a nitro group on carbon:
molecule	PC-3	SF-268	U251	SF-539	SNB-19	OVCAR-8	SF-295	DU-145
CCCCc1oc2ccc([N+](=O)[O-])cc2c1C(=O)c1ccc(C#CC2CCCCC2)cc1	86	96	95	101	108	98	100	108
CCOC(=O)Nc1cccc2c1-c1ccc([N+](=O)[O-])cc1C2=O	94	102	.	105	99	95	.	111
O=C(C[n+]1cccc(Br)c1)c1cccc([N+](=O)[O-])c1	92	100	101	100	106	105	103	111
O=C1C=C(Nc2ccc([N+](=O)[O-])cc2)c2ccccc2C1=O	24	56	28	37	53	35	53	69

# Continued.
molecule	PC-3	SF-268	U251	SF-539	SNB-19	OVCAR-8	SF-295	DU-145
Cc1cc(C)c2c(N)c(-c3nc4ccccc4[nH]3)sc2n1	77	86	100	79	113	72	71	96
COc1ccc(/C(=N/N=C(N)N)c2ccccc2)cc1OC	102	94	94	101	93	101	94	108
Cc1cccc(N2C(=O)c3ccccc3C2=O)c1	112	113	103	98	.	116	104	121
COc1ccc(OC)c2c(-c3ccccc3)c3ccccc3c(-c3ccccc3)c12	87	92	94	97	93	95	103	102
S=C(S)OCN1CCOCC1	90	98	41	101	103	88	96	86
COc1cc(Nc2ncnc(Nc3ccc4c(n3)NC(=O)C(C)(C)O4)n2)cc(OC)c1OC	26	-21*	16	-59*	31	24	20	19
O=c1oc2ccccc2cc1-c1csc(N=Nc2c(O)n(Cc3ccccc3)c3ccc(Br)cc23)n1	101	113	101	111	99	122	105	110
CCOC(=O)c1c[nH]c2ccc([N+](=O)[O-])cc12	96	100	83	93	101	91	100	103
CCOC(=O)c1c(C)c[nH]c1Cc1[nH]cc(C)c1C(=O)OCC	71	102	93	96	103	98	104	113
C=COCCCCOC=C	94	96	96	83	101	105	104	93
CC1C(/C=N/Nc2ccccc2)C(C#N)(C#N)C1(C#N)C#N (stereo unspecified)	66	75	101	102	99	86	71	90
Nc1nc2[nH]c(=O)[nH]c(=O)c2[nH]1	69	102	93	98	109	102	101	111
O=C(/C=C/c1ccc(Cl)cc1)Nc1ccc(C=C2c3ccccc3C(=O)c3ccccc32)cc1	.	96	57	98	80	77	60	100
CN(C)c1ccc(/C=C(\CC(=O)c2ccc(Cl)c(Cl)c2)C(=O)NCc2ccccc2)cc1	81	96	92	103	97	94	106	108
O=C(O)c1ccc(-c2ccc(/C=N/Nc3nc(Nc4ccccc4)nc(N4CCCCC4)n3)o2)cc1	66	72	43	75	61	49	-22*	67
CC1(C)SC(N)=NC1=O	98	102	110	107	106	103	116	108
COc1cccc(C2=NNC3(S2)C(=O)N(Cc2ccccc2Cl)c2ccccc23)c1 (stereo unspecified)	44	48	26	55	46	32	39	63
O=C(Nc1ccc(Cl)c(Cl)c1)OCn1ncc2ccc([N+](=O)[O-])cc21	71	82	.	78	93	89	88	108
S=C(NC1CCCCC1)C(=S)NC1CCCCC1	88	116	103	96	95	101	99	112
C=C(C)[C@@H]1CC[C@]2(C(=O)NCC#CCN3CCN(C)CC3)CC[C@]3(C)[C@H](CC[C@@H]4[C@@]5(C)Cc6c([nH]c7ccccc67)C(C)(C)[C@@H]5CC[C@]43C)[C@@H]12	62	78	76	83	81	68	108	81

# Profiles, quoted from the list. Order of screens: PC-3	SF-268	U251	SF-539	SNB-19	OVCAR-8	SF-295	DU-145
# Shown for `S=C(S)OCN1CCOCC1` → 90	98	41	101	103	88	96	86
# Shown for `CC1(C)SC(N)=NC1=O` → 98	102	110	107	106	103	116	108
# Shown for `COc1ccc(/C(=N/N=C(N)N)c2ccccc2)cc1OC` → 102	94	94	101	93	101	94	108

# More records:
molecule	PC-3	SF-268	U251	SF-539	SNB-19	OVCAR-8	SF-295	DU-145
CCC(C)[C@H]1OC(=O)[C@H](C(C)C)N(C)C(=O)[C@@H](C(C)C)OC(=O)[C@H](C(C)C)N(C)C(=O)[C@@H](C(C)CC)OC(=O)[C@H](C(C)C)N(C)C1=O (stereo partly specified)	12	22	12	14	18	12	6.3*	22
Cn1c(=O)c2c(=O)c3c4c(oc3oc2c2ccccc21)C(=O)c1ccccc1C4=O	81	101	104	94	110	100	101	102
O=C1C(c2cccc3ccccc23)=C(c2c[nH]c3ccccc23)C(=O)N1CCO	94	110	93	87	101	100	102	105
Cc1ccc(S(=O)(=O)N(c2cc(C(C)(C)C)nn2C)S(=O)(=O)c2ccc(C)cc2)cc1	45	97	101	94	91	95	83	108
S=c1[nH]c2ccccc2c2ccccc12	.	108	94	99	95	91	91	110
Cc1ccc(S(=O)(=O)OC(C#N)c2ccccc2)cc1 (stereo unspecified)	97	105	106	98	108	98	100	115
CCCn1c(O)c(N=NC(=O)c2ccc(S(N)(=O)=O)cc2)c2ccccc21	98	102	100	106	94	99	104	107
O=NN(CCCl)C(=O)Nc1ccc(NC(=O)N(CCCl)N=O)cc1	87	61	56	20	69	93	74	111
CC(=O)N1C(=S)NC(=O)C1Cn1c(-c2ccccc2)nc2ccccc21 (stereo unspecified)	98	99	101	97	93	102	105	110
CCN(CC)CCOc1ccccc1C	97	120	108	94	104	102	101	113
O=C1NC(=S)N[C@H]1CC(=O)n1cnc2ccccc21	101	100	.	99	102	104	100	109
CCOC(=O)c1c(C)nc2ccccc2c1/C=C/c1cccc(C)c1	92	105	93	88	96	91	101	118
CC[n+]1c(C)cc(C)c2ccccc21	93	.	103	103	102	91	115	.
O=C(O)c1ccc(C(Cl)(Cl)Cl)cc1	92	89	101	101	111	103	115	111
N/C(=N\c1nc2ccccc2s1)NC(=O)NCc1ccccc1	70	84	73	83	79	75	58	85
O=C1C[C@H](N2C(=O)c3ccccc3S2(=O)=O)C2CO[C@@H]1O2	100	102	93	.	106	94	94	88
O=C(O)C1C=Cc2ccccc2N1C(=O)c1ccccc1 (stereo unspecified) (tested in a mixture with another compound)	89	100	.	99	101	104	95	110
Cc1ccnc2c1NC(=O)c1cccnc1N2C1CC1	86	114	109	114	103	102	95	115
COc1ccc(Oc2nc(Nc3ccc(N4CCOCC4)cc3)ncc2NC(=O)c2cccc(C(F)(F)F)c2)cc1	54	90	69	77	87	79	86	92
O=C(c1cc(-c2cccnc2)nc2ccccc12)N1CCCCC1	.	100	105	101	100	101	105	121

# The listing continues.
molecule	PC-3	SF-268	U251	SF-539	SNB-19	OVCAR-8	SF-295	DU-145
CCOC(=O)Nc1ccc(-c2ccc3c(c2)NC(=O)/C3=C\c2ccc[nH]2)cc1	101	100	88	94	99	105	101	110
N#Cc1ccc(Nc2nc(N)n(C(=O)c3cccc(C(F)(F)F)c3)n2)cc1	94	98	100	96	105	100	100	109
c1ccc2sc(SCCCCn3ccnc3)nc2c1	79	93	82	.	96	88	105	109
CCCSc1nc(Oc2ccccc2/C=C2/SC(=O)NC2=O)c(C#N)c(-c2ccc(OC)cc2)n1	100	99	104	99	96	102	102	100
O=C(Nc1ccccc1C(=O)N/N=C(\c1ccccc1)c1ccccn1)c1ccccc1	44	15	11	8.4*	28	13	18	14
O=C(Nc1cccc([N+](=O)[O-])c1)OCc1ccc2c(c1)OCO2	86	108	76[100 µM]	110	97	101	87	106
O=c1[nH]c2cc(Cl)cc([N+](=O)[O-])c2c2ccc(Cl)cc12	83	112	88	125	97	94	113	146
Cc1nn(-c2ccc([N+](=O)[O-])cc2)c2ncnc(N/N=C/c3cccc(O)c3)c12	38	54	46	59	68	57	71	69
CCCCCCCCCCCCCCCCCCn1cc(COc2ccc(C=O)cc2)nn1	99	94	107	98	98	102	99	92
O=c1c2ccccc2nc(SCc2ccc(Cl)cc2)n1CCc1ccccn1	30	94	68	103	90	57	77	98
CCN1C(=S)N(CC)C2C1NN=c1s/c(=C3\C(=O)Nc4ccccc43)c(=O)n12 (stereo unspecified)	85	100	100	101	100	98	100	112
N#CC1=C(c2cccs2)Nc2c(c(-c3ccccc3)nn2-c2ccccc2)C12C(=O)Nc1ccc(Br)cc12 (stereo unspecified)	-3.3*	16	-48*	-62*	8.0*	-15*	-37*	31
CC/C=C\C/C=C/C=C1/C(=O)C=C[C@@H]1C/C=C\CCCC(=O)OC	30	22	29	27	62	13	82	40
Cc1ccc(Cl)cc1NC(=O)c1sc2nc3c(cc2c1N)C(=O)CCC3	56	75	59	48	68	90	4.0*	77
